# PGC1a acetyl inh: modulators of PGC1a acetylation; inhibition, % at 15.6 µM; U2OS PGC1a acetylation, AlphaScreen anti-acetyl-lysine; with virally co-expressed GCN5 acetyltransferase; 350,000 compounds, 0.17% hits;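 active means every replicate shows inhibition of at least 40%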;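 further: 0% = neutral control wells and 100% = positive control wells; some results beyond the cut were filed as inactive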
# miR-122 sensor: inhibitors of miR-122 in Huh7 cells. Huh7 miR-122 Renilla luciferase sensor, 48 h; neutral wells = 0, positive control = 100. activation (reporter increase), % at 12.5 µM. 340,000 compounds, 0.3% hits. AID 602342;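 active means mean replicate activation score at least 90 and every replicate individually at or above 90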;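 further: higher luciferase means less miR-122 activity so hits act as miR-122 inhibitors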
# PglD inh: PglD (C. jejuni) enzyme inhibition; purified PglD enzyme, DTNB colorimetric CoA detection; AID 602405; inhibition, % at 12.5 µM; 360,000 compounds, 0.098% hits; in the data active means inhibition above about 16%, passing the limit was not always enough; further: strong numbers were not always called active
# RAD52 inh: inhibitors of human RAD52 DNA annealing; 360,000 compounds, 0.46% hits; P43351; inhibition, % at 18.7 µM; recombinant RAD52 DNA annealing, FRET fluorescence;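 active means every replicate showing at least 50% inhibition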
# RAD54 branch: RAD54 (human) branch migration inhibition. Q92698. RAD54 Holliday junction branch migration, FAM/BHQ fluorescence. inhibition, % at 10.4 µM. 360,000 compounds, 0.14% hits. AID 602329;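 active means mean normalized replicate activity at least 40 and at least half of replicates scoring 40 or more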;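 further: 0% = median of neutral control wells and 100% = median of positive control wells; inhibitors cause a drop in the FAM fluorescence signal; in these data hits start at about 50%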
# Target sequence (Q92698 whole entry, looked up): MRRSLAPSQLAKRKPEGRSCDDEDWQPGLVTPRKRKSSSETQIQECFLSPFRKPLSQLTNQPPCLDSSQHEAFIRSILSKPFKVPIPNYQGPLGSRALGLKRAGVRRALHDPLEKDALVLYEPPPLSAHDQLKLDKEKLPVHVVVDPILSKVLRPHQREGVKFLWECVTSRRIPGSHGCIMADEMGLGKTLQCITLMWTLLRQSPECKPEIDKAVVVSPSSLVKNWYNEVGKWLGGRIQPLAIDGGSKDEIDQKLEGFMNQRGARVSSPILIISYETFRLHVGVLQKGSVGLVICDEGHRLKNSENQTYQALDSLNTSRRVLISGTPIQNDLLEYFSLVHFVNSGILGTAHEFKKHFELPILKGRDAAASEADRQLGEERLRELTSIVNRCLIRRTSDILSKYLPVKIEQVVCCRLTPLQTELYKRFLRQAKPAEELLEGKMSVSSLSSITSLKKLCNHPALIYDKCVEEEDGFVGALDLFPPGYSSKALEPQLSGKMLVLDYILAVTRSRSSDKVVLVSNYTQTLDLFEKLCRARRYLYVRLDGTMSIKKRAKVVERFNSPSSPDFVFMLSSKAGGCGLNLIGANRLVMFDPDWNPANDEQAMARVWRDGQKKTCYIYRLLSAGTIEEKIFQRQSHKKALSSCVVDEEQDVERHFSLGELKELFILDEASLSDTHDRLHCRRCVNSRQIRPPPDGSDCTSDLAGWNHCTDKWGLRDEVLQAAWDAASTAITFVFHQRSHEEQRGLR
# Cneo AK release: causes C. neoformans cell lysis; adenylate kinase release luminescence, 4 h; normalised: neutral wells 0, clomiphene wells 100; lysis activity, % at 15 µM; 360,000 compounds, 0.2% hits; AID 651654;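 active means mean lysis activity across replicates of at least 80%, whatever share of replicates individually reach that level; inactive means mean lysis activity below 80%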
#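 Material: C. neoformans cells | Amount: Yeast cell density of 5 × 10^6 cells/mL | Medium: Fresh YPD growth medium | Dosing: Single dose | Times: Static 4 h at 37 °C with compound, 1 h detection | Detection: AK luminescence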
# E-sel inducer: induces E-selectin expression in human endothelial cells; HUVEC E-selectin immunofluorescence imaging; normalized: neutral wells 0, TNF-alpha wells 100; activation, % at 7.58 µM; 260,000 compounds, 0.37% hits; AID 686992;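 active means mean E-selectin-positive cell signal at least 10% of the positive control, reached in at least 60% of replicates, without over 20% cell loss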;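 further: in these data hits start at about 27%; measured in HUVEC primary endothelial cells; signal is the percent of cells scored E-selectin positive by PE staining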
#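 Assay system: HUVEC, human umbilical vein endothelial cells / Amount: 3,000 HUVEC/well / Controls: TNF-alpha positive control, DMSO neutral control / Compound dosing: single concentration / Medium: EGM-2 over gelatin coat / Evaluation: percent E-selectin-positive cells / Signal: immunofluorescence imaging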
# ERAP1 inh: ERAP1 (human) enzyme inhibition | Q9NZ08 | recombinant ERAP1, Leu-AMC fluorescence, 60 min | inhibition, % at 10.7 µM | 340,000 compounds, 0.15% hits;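 active means mean replicate inhibition of at least 30%, or all replicates individually reaching that 30% level; inactive means mean below 30% and not every replicate reaching it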;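 further: 0% = neutral control wells and 100% = L-leucinethiol positive control wells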
# Active calls of the source: *; . = no result given; & = joins results of further samples; [ ] = remark or other dose.
SMILES,PGC1a acetyl inh,miR-122 sensor,PglD inh,RAD52 inh,RAD54 branch,Cneo AK release,E-sel inducer,ERAP1 inh
CCN(CC)S(=O)(=O)c1ccc2c(c1)nc(CCC(=O)OCC(=O)Nc1cc(Cl)cc(Cl)c1)n2C,.,-4.3,1.5,.,-1.9,2.2,.,.
N#Cc1ccc(Oc2ccc(C(F)(F)F)cc2NC(=O)c2ccc(F)cc2)cc1,-4.8,14.2,-6.6,3.2,7.0,-3.4,.,.
COc1ccc(C(CCN2CCCC(C)C2)c2c(OC)cc(OC)c3c(C)cc(=O)oc23)cc1 (stereo not given),.,9.2,5.9,.,13.0,2.2,0.0,.
CCOCCCNCc1cc(Cl)ccc1OCC,-0.1,-3.1,-2.0,-15.3,1.2,-2.4,4.7,-3.4
Cc1ccc(NS(=O)(=O)c2ccc(-c3coc(C)n3)cc2)c(Cl)c1,-3.4,-3.2,0.5,-11.7,5.5,0.8,0.1,-0.7
O=C(C1CCOCC1)N1CC(=O)N2[C@@H](CO)[C@H](c3ccc(C#CCc4ccccc4)cc3)[C@@H]2C1,6.6,.,.,-21.8,.,.,-0.1,-2.6
COc1ccccc1/C=N/NC(=O)c1c(-c2ccccc2)noc1C,-7.5,0.5,4.8,-5.3,6.7,1.7,0.0,0.3
O=[N+]([O-])c1cccc(-c2cc3ccccc3[nH]2)c1,.,.,-5.6,-4.5,0.3,4.4,.,-2.5
Cc1ccn2cc(CSc3ccccc3N)nc2c1,19.4,7.7,-4.7,.,6.1,-0.7,.,.
CN1CCCN(C(=O)CC2(CC(=O)O)CCCCC2)CC1,7.0,7.5,-2.8,-3.5,2.4,1.8,0.4,12.2
C[C@H]1CCCCO[C@@H](CN(C)Cc2ccc(C(=O)O)cc2)[C@@H](C)CN([C@@H](C)CO)C(=O)c2cc(NC(=O)c3ccccc3)ccc2O1,-10.8,6.6[16.7 µM],0.8,-2.0,5.5,-0.6,-0.2,3.4
[N-]=[N+]=NCc1ccccc1C[C@@]1(C(=O)N2CCCCC2)N=C(c2ccc(OCCCO)cc2)O[C@@H]1c1ccccc1,.,.,5.7,9.6,4.7,37.3,.,1.1
CC(=O)NC12CC3CC(C)(C1)CC(NC(C)=O)(C3)C2,-6.8,1.5,-2.7,-8.2,-2.8,0.4,.,-10.3
COc1cc(/C=N\Nc2nc(-c3ccc(C)cc3)c(NC(C)=O)s2)ccc1O,-17.7,.,.,-17.2,.,.,2.8,-1.9
COc1ccccc1-n1cc(C(=O)NCC(=O)N2CCN(c3ccccn3)CC2)c2ccccc2c1=O,0.2,.,.,2.3,.,.,-0.2,2.8
COc1ccc(NCc2cc3cc(OC)ccc3[nH]c2=O)cc1,6.7,0.9,4.2,-9.3,-3.7,-0.5,.,8.3
C[C@H]1CN([C@@H](C)CO)C(=O)c2cc(NC(=O)Nc3cccc4ccccc34)ccc2O[C@@H]1CN(C)S(=O)(=O)c1cn(C)cn1,0.6,-0.7[16.7 µM],-2.0,8.7,-0.2,-0.7,-2.9,3.6
Cc1cccn2c(=O)c3cc(C(=O)NCc4ccccc4)c(=N)n(CCCN4CCOCC4)c3nc12,4.3,-2.6,-9.6,32.4,61.1*,6.5,.,-53.7
O=C(C[C@@H]1CC[C@@H](NC(=O)Nc2ccccc2)[C@H](CO)O1)NCc1ccccn1,11.0,.,-2.2,-2.1,-0.2,-0.3,-0.4,1.6
CCCS(=O)(=O)c1cn2cccc(N)c2c1S(=O)(=O)CCC,7.8,-2.6,-3.2,.,-17.7,0.4,.,.
Cc1nc2ccc(NC(=O)CSc3nnc(C)s3)cc2[nH]1,-14.9,-2.4,.,0.7,.,.,-0.3,5.6
Cc1ccccc1-c1nn(-c2ccc(F)cc2F)cc1CNC1CC1,2.9,3.3,.,-11.3,.,.,.,7.6
CCCNC(=O)NC[C@@H]1[C@H](c2ccc(C3=CCCC3)cc2)[C@H](CO)N1C(=O)CC,-9.6,35.7[16.7 µM],2.8,-29.4,0.4,6.6,0.0,-0.4
O=C(NCCc1c[nH]c2ccc(Cl)cc12)c1cccnc1,1.9,0.7,.,1.2,0.6,2.8,.,-1.6
COc1cc(-c2cnc3c(NC=O)cc(-c4ccccc4)cn23)cc(OC)c1OC,-105.1,12.5,-1.3,-24.8,4.1,-2.3,-0.2,0.0

# Next entries follow:
SMILES,PGC1a acetyl inh,miR-122 sensor,PglD inh,RAD52 inh,RAD54 branch,Cneo AK release,E-sel inducer,ERAP1 inh
COc1ccc(NC(=O)N2CCC(c3nc4ccccc4[nH]3)CC2)cc1,-3.4,-0.8,.,4.0,.,.,.,0.5
Nc1ccc(-c2nc3ccc(-c4nc5ccccc5o4)cc3[nH]2)cc1,-0.8,8.3,-2.0,.,3.4,-0.3,.,.
Cn1c(=O)c2[nH]c(N3CCOCC3)nc2n(-c2ccccc2)c1=O,.,.,7.7,0.5,0.6,1.6,.,-0.8
COc1ccccc1OCc1nnc(SCC(=O)c2cc(Cl)ccc2OC)o1,-44.3,9.2,-0.9,.,4.4,5.5,.,.
Cc1cc(C(C2C(=O)CC(C)(C)CC2=O)C2C(=O)CC(C)(C)CC2=O)cc(C)c1OC(F)F,3.6,1.0,2.4,-10.1,1.0,0.0,.,0.9
CCCCCC1CC(CC(=O)NC(=S)Nc2ccccc2Cl)C(=O)O1 (stereo not given),.,-13.8,1.3,-5.7,7.9,2.0,2.1,5.3
CCC(=O)Nc1ccc(Nc2ccccc2)cc1,3.2,-9.3,-3.1,.,-6.0,-0.2,.,.
CCCCc1ccc(CC2S/C(=C(\C#N)C(=O)N3CCOCC3)N(c3ccccc3)C2=O)cc1 (stereo not given),5.6,2.4,-0.5,.,-6.9,3.2,.,.
O=C(CCNC(=O)c1ccc(Cl)cc1)Nc1ccccc1N1CCCCC1,-14.7,1.1,1.8,6.3,-5.7,0.5,0.0,1.4
C[C@@H]1CN([C@H](C)CO)C(=O)c2cc(NC(=O)Cn3cnnn3)ccc2O[C@@H]1CN(C)Cc1ccncc1,-0.2,-2.5[16.7 µM],5.0,10.4,4.6,0.1,-4.7,-3.5
COc1ccc(CN2CCN(Cc3c[nH]c4ccccc34)CC2)cc1OC,-9.1,7.5,-0.9,-6.9,-15.4,-1.5,0.0,15.4
CN(C(=O)COC(=O)CSc1ccc([N+](=O)[O-])cc1)C1CCS(=O)(=O)C1 (stereo not given),-1.7,2.5,-4.4,-3.1,-0.6,1.4,-0.9,1.1
CC(C)NC(=O)N(C)C[C@@H]1Oc2cc(-c3ccncc3)ccc2S(=O)(=O)N([C@H](C)CO)C[C@@H]1C,0.8,-4.4[16.7 µM],0.6,16.5,-1.6,-1.4,-0.4,-1.8
CCOc1ccc(C(=O)NCCO)cc1,0.2,3.5,.,-8.4,.,.,.,-0.4
C[C@H](CO)N1C[C@H](C)[C@@H](CN(C)C(=O)NC2CCCCC2)Oc2c(cccc2N(C)C)C1=O,2.5&-18.0,64.8[16.7 µM],2.9&8.4,-12.3&-1.9,3.9&-0.6,-2.5&-2.9,0.2&0.4,0.1&0.9
COc1cc(/C=N/NS(=O)(=O)c2ccc(C)c([N+](=O)[O-])c2)cc([N+](=O)[O-])c1O,3.3,-4.4,13.5,-28.0,-7.7,-0.1,.,0.8
CCC(=O)NC[C@@H]1[C@@H](c2ccccc2)[C@@H](CO)N1C(=O)C1CC1,2.7,6.2[16.7 µM],1.6,1.9,1.6,60.5,0.0,2.7
Cc1cccc(Nc2nc(NCc3ccco3)nc(N)c2[N+](=O)[O-])c1,8.7,-22.6,-6.1,-8.9,-16.8,3.4,-0.5,3.4
Cc1cccc(CCNC(=O)Cn2ncc3c([nH]c4ccc(C)cc43)c2=O)c1,-2.9,0.0,-5.9,-20.0,3.8,-0.7,.,0.5
Cc1nccn1CCc1nc(N)nc(N)n1,10.1,-4.8,5.0,.,-6.8,0.8,.,.
C#Cc1ccc([C@@H]2C=C(C(=O)Nc3ccccc3)O[C@H](OCC)[C@H]2CCCO)cc1,10.1,-6.4,0.0,-11.7,1.6,-1.4,-0.2,-1.3
CCOC(=O)c1c(NC(=O)CN2CCN(S(=O)(=O)c3cc(Cl)ccc3Cl)CC2)sc(C(=O)N(C)C)c1C,-37.0,-7.0,-1.5,-12.0,-10.0,-1.1,-0.3,-2.3
CCC(=O)Nc1ccc2c(c1)C(=O)N(C)C[C@@H](OC)[C@@H](C)CN(C(=O)Cc1cccnc1)[C@H](C)CO2,0.6,-10.0[16.7 µM],1.6,-3.8,-9.0,-4.1,-0.1,-0.2
Cc1ccc(C(=O)NCCNC(=O)c2ccccc2)cc1,.,.,2.1,-13.9,-23.1,3.2,0.0,-4.2
O=C(CSc1nnc(CNC(=O)C23CC4CC(CC(C4)C2)C3)n1-c1ccccc1)Nc1ccccc1,-6.3,-4.9,2.3,-1.3,2.7,-2.0,0.3,-2.6

# Continuation:
SMILES,PGC1a acetyl inh,miR-122 sensor,PglD inh,RAD52 inh,RAD54 branch,Cneo AK release,E-sel inducer,ERAP1 inh
O=C1NC(=O)C(=C2CCOC2=O)N1,-2.4,-0.6,1.7,-8.1,-22.1,-10.7,-0.8,0.3
CCCc1nnc(NC(=O)CCC(=O)N2CCN(Cc3cc(Cl)ccc3OC)CC2)s1,-4.3,-2.4,-3.5,-11.5,3.6,0.4,0.4,5.1
COc1ccc(C(N)=O)cc1N,-1.8,-0.4,0.6,-0.6,2.9,-0.1,.,0.0
COc1ccccc1Nc1nc(N)nc(CN2CCC(C)CC2)n1,7.3,-3.6,-1.5,-15.8,2.5,-0.6,-0.6,7.7
C[C@@H]1CCCCO[C@H](CN(C)C(=O)Cc2ccccc2)[C@@H](C)CN([C@@H](C)CO)C(=O)c2cc(NC(=O)NC3CCCCC3)ccc2O1,2.4,6.9[16.7 µM],-2.1,.,-38.7,-12.3,0.6,.
C[C@H](NC(=O)C[C@@H]1C=C[C@@H](NC(=O)C2CCOCC2)[C@@H](CO)O1)c1ccccc1,-1.4,.,-0.6,-6.5,-0.7,0.4,0.1,5.0
CC1=C(C(=O)OCc2ccccc2)C(c2ccccc2-c2ccccc2)NC(=O)N1CCCCCC(=O)O (stereo not given),.,-17.0,-4.6,-8.6,-2.0,2.0,0.9,.
Cc1ccc(S(=O)(=O)N2CCOCC2)cc1C(=O)OC(C)C(=O)c1ccccc1 (stereo not given),.,.,-1.2,-1.2,-4.0,-3.1,.,-0.7
CCC(=O)N1CCCCN2[C@@H](CO)[C@H](c3ccc(C#Cc4ccccc4)cc3)[C@@H]2C1,-16.9,-4.2[16.7 µM],1.2,-3.3,1.8,3.0,-0.7,0.0
Cc1ccc(C2C3=C(CC(C)(C)CC3=O)OC3=C2C(=O)CC(C)(C)C3)cc1,-30.6,14.5,.,-11.3,.,.,-4.6,1.2
Nc1c(C(=O)CCC(=O)O)oc2ccc(Cl)cc12,-9.2,-2.8,-3.9,-10.9,2.0,0.7,.,-2.3
CC(C)CC#Cc1ccc2c(c1)O[C@H](CN(C)Cc1ccc(F)cc1)[C@H](C)CN([C@@H](C)CO)S2(=O)=O,-27.7,-24.5[16.7 µM],-0.3,11.1,7.5,38.1,.,-0.1

# Compound activity as filed in PubChem BioAssay.
